Source: PubChem BioAssay (several laboratories)
PLCb3 inh = blocks human PLC-beta3 enzyme activity | Q01970 | Purified PLC-beta3, fluorogenic substrate, fluorescence | actives 0.18% (n = 370,000) | inhibition, % at 12.2 µM; in the data active = inhibition above about 11%;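 note: 0% = median of compound wells on plate and 100% = full blocker control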
ASAP1 inh = inhibitors of human ASAP1 ArfGAP activity; Q9ULH1; actives 0.19% (n = 360,000); inhibition, % at 16.5 µM; ASAP1-stimulated ARF1 GTP hydrolysis, GDP FP detection; AID 624377; in the data active = inhibition above about 25%;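 note: 0% = vehicle with enzyme and substrate and 100% = no enzyme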
sPLA2-III inh = Inhibits HGIII-sPLA2 liposome hydrolysis, primary screen | Q9NZ20 | QFRET BODIPY PC-A2 liposome hydrolysis, fluorescence | inhibition, % at 12.2 µM | actives 0.56% (n = 370,000);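 active = inhibition above mean plus 3 SD of compounds lying within the high and low control bounds, cut at about 19% in these data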;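 note: 0% = median of test compound wells and 100% = no enzyme DMSO wells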
UHRF1 binding = UHRF1 methyl-DNA binding inhibition | Q96T88 | UHRF1 binding to methylated oligo, TR-FRET | inhibition, % at 4.4 µM | actives 0.75% (n = 370,000) | AID 687016; in the data active = inhibition above about 21%;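 note: UHRF1 SRA domain binding a hemimethylated CpG hairpin DNA probe; 0% = median of test compound wells and 100% = reference inhibitor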
DDE Tn7 FP inh = inhibitors of Tn7 peptide binding to human fibrin DD(E); P02675; FP displacement of FITC-Tn7 peptide from fibrin DD(E); 0% = median of compound wells per plate; inhibition, % at 8.3 µM; actives 0.13% (n = 370,000);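 active = inhibition above the mean of compounds falling within the control limits plus 3 SD of them, cut at about 14% in these data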;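 note: 0% = plate median of compound wells and 100% = 10 µM Aha-Tn7 peptide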
Target sequence (P02675 whole entry, looked up): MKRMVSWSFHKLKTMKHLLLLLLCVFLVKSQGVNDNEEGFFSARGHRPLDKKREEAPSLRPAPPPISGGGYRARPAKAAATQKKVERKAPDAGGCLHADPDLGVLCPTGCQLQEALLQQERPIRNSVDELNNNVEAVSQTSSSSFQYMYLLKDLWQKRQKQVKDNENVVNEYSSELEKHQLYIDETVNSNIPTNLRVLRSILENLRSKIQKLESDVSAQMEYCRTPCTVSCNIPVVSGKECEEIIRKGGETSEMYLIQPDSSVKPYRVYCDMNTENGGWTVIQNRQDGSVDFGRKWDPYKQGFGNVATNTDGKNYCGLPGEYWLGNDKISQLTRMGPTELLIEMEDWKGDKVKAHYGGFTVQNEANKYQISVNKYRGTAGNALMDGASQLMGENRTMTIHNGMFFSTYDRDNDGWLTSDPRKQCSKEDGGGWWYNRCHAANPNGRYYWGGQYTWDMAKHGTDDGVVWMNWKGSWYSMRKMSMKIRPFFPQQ
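Also added: labelled Tn7 tracer, 0.1 µM; Assay system: human fibrin DD(E) protein; Amount: 2 µM fibrin DD(E); Schedule: 10 min compound pre-incubation, 3 h probe incubation at room temperature; Repeats: one replicate per compound; Read-out basis: percent inhibition; Measured by: fluorescence polarization of the labelled Tn7 tracer.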
Tn6 DDE FP = DD(E)-Tn6 binding inhibition, primary FP screen | AID 720509 | P02675 | Fibrin DD(E) TRITC-Tn6 fluorescence polarization displacement | actives 0.21% (n = 370,000) | inhibition, % at 8.3 µM;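 active = inhibition above a per-campaign cutoff: mean of compounds within control limits plus 3 SD, cut at about 15% in these data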;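 note: 0% = median of all compound wells on the plate and 100% = blocking peptide control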
Rev-erbA mod = modulators of human Rev-erb alpha DNA binding; activity, % at 10 µM; Rev-erbα–FITC-DNA binding, fluorescence polarization, 90 min; P20393; actives 0.79% (n = 370,000);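 active = activity above about 14%, limit read from the data; passing the limit was not always enough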;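 note: 0% = DMSO wells with 35 nM protein and 100% = DMSO wells with 750 nM protein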
ARFGAP1 inh = inhibits rat ARF GTPase activating protein 1; Q62848; Arfgap1-stimulated ARF1 GTP hydrolysis, GDP FP detection; inhibition, % at 16.5 µM; actives 0.26% (n = 360,000); AID 651572;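 active = inhibition above a per-plate limit, mean inhibition of low control wells plus 3 SD, cut at about 25% in these data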;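 note: 0% = DMSO wells with enzyme and 100% = wells lacking Arfgap1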
Target sequence (Q62848 1-136 limits assumed): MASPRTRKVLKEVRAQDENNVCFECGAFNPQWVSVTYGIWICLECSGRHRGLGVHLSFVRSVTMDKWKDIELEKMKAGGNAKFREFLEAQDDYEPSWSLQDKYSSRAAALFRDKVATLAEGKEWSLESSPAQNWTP
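System: truncated rat Arfgap1 GAP domain / Benchmarks: high control wells lacking Arfgap1, low control full reaction with DMSO / Times: compound-enzyme preincubation 20 min, reaction 120 min, detection 60 min, 25 °C / Repeats: one replicate per compound / Also added: human ARF1(Δ1-17)-GTP substrate / Measured by: Tracer-displacement fluorescence polarization with EDTA stop, 620/688 nm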
KLK7 zymogen act = activates the human kallikrein-7 zymogen; actives 0.9% (n = 370,000); P49862; purified proKLK7, EDANS-DABCYL substrate fluorescence; 100% is mature enzyme control, 0% vehicle; activation, % at 7 µM; AID 652039;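 active = activation above the mean of all tested compounds plus 3 SD, computed per campaign excluding outliers beyond control limits, cut at about 13% in these data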
Target sequence (P49862 whole entry, looked up): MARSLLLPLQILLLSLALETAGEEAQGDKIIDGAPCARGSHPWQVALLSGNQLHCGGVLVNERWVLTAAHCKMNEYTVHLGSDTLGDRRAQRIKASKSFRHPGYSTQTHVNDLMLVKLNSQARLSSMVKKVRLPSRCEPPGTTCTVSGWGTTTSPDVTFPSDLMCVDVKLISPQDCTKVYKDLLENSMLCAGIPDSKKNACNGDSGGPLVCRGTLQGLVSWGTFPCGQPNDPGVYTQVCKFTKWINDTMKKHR
PLCg1 inh = PLC-gamma1 (human) inhibition, primary screen. inhibition, % at 12.2 µM. actives 0.84% (n = 370,000). P19174. purified PLC-gamma1, fluorogenic substrate, fluorescence; in the data active = inhibition above about 9.5%
* = called active by the depositor. No enrichment for hits; 4.5% or so of the library scored in one or more.

For Cc1cc(C)n2nc(C(=O)OCC(=O)c3ccccc3)nc2n1 the results were PLCb3 inh -3.3, ASAP1 inh -11.2, sPLA2-III inh 5.8, UHRF1 binding 1.0, DDE Tn7 FP inh -2.4, Tn6 DDE FP -2.5, Rev-erbA mod 4.8, ARFGAP1 inh 9.8, KLK7 zymogen act 0.7 and PLCg1 inh 3.8.
Screening CCOc1cc(NC(=O)c2ccccc2C)c(OCC)cc1NC(=O)C1=Cc2ccccc2OC1 returned PLCb3 inh -0.8, ASAP1 inh 5.5, sPLA2-III inh -1.1, UHRF1 binding -0.7, DDE Tn7 FP inh 2.3, Tn6 DDE FP 3.9, Rev-erbA mod -2.3, ARFGAP1 inh 7.8, KLK7 zymogen act 0.3 and PLCg1 inh -4.3.
CC(=O)Nc1ccc(-c2ccccc2)s1 was read as PLCb3 inh -2.5, ASAP1 inh -8.6, sPLA2-III inh 13.6, UHRF1 binding 2.3, DDE Tn7 FP inh 2.9, Tn6 DDE FP 4.3, Rev-erbA mod -2.4, ARFGAP1 inh -0.3, KLK7 zymogen act -0.2 and PLCg1 inh 4.8.
For O=C(COC(=O)Cc1ccccc1F)NCCc1ccccc1 the results were PLCb3 inh -7.0, ASAP1 inh 1.5, sPLA2-III inh 1.4, UHRF1 binding -0.8, DDE Tn7 FP inh 1.6, Tn6 DDE FP 0.5, Rev-erbA mod 6.5, ARFGAP1 inh -9.6, KLK7 zymogen act 0.2 and PLCg1 inh -0.6.
CC(=O)Nc1ccc(NC(=O)C2C3CCC(C3)C2C(=O)O)cc1 (stereo unspecified) was read as PLCb3 inh -1.4, ASAP1 inh -4.1, sPLA2-III inh 6.8, UHRF1 binding 0.4, DDE Tn7 FP inh 5.0, Tn6 DDE FP 4.2, Rev-erbA mod 4.8, ARFGAP1 inh 1.4, KLK7 zymogen act 0.2 and PLCg1 inh 5.8.
For CS(=O)(=O)N(Cc1ccc(C(=O)NCc2ccco2)cc1)c1ccccc1 the results were PLCb3 inh 3.0, ASAP1 inh 1.9, sPLA2-III inh -1.1, UHRF1 binding -0.4, DDE Tn7 FP inh -8.7, Tn6 DDE FP -0.7, Rev-erbA mod 3.9, ARFGAP1 inh 7.4, KLK7 zymogen act -0.1 and PLCg1 inh 5.7.
For Cc1ccc2nc(-c3ccccc3O)c(Nc3ccc4c(c3)OCCO4)n2c1 the results were PLCb3 inh -383.3, ASAP1 inh 4.8, sPLA2-III inh 0.8, UHRF1 binding 4.9, DDE Tn7 FP inh -1.5, Tn6 DDE FP 1.0, Rev-erbA mod -3.6, ARFGAP1 inh -13.2, KLK7 zymogen act -0.8 and PLCg1 inh -328.9.
For N#C/C(=C\c1c(N2CCCCC2)nc2ccccn2c1=O)C(=O)NCc1ccco1 the results were PLCb3 inh -56.3, ASAP1 inh -7.5, sPLA2-III inh 17.2, UHRF1 binding 8.9, DDE Tn7 FP inh -14.1, Tn6 DDE FP -0.4, Rev-erbA mod 5.3, ARFGAP1 inh 8.2, KLK7 zymogen act 8.8 and PLCg1 inh -34.9.
For CC12CN(Cc3ccccc3)CC(C)(CN(Cc3ccccc3)C1)C2=O the results were PLCb3 inh -2.6, ASAP1 inh 16.5, sPLA2-III inh 8.1, UHRF1 binding 7.9, DDE Tn7 FP inh -5.9, Tn6 DDE FP -0.1, Rev-erbA mod 0.1, ARFGAP1 inh 8.5, KLK7 zymogen act -0.1 and PLCg1 inh 5.8.
CCc1nnc(NC(=O)CSc2nnc(C)n2CC2CCCO2)s1 (stereo unspecified) was read as PLCb3 inh 2.3, ASAP1 inh 3.4, sPLA2-III inh 2.0, UHRF1 binding -0.9, DDE Tn7 FP inh 0.2, Tn6 DDE FP 6.8, Rev-erbA mod 3.2, ARFGAP1 inh -8.0, KLK7 zymogen act -0.2 and PLCg1 inh 6.2.
Cc1ccnc(NS(=O)(=O)c2ccc(NC(=O)Cc3ccc(Cl)cc3)cc2)n1 was read as PLCb3 inh -4.2, ASAP1 inh 2.4, sPLA2-III inh -12.1, UHRF1 binding 1.8, DDE Tn7 FP inh 2.7, Tn6 DDE FP -2.0, Rev-erbA mod -4.8, ARFGAP1 inh 6.8, KLK7 zymogen act -0.1 and PLCg1 inh 0.6.
For O=C1OC(Cc2ccccc2)(c2ccccc2)c2ccccc21 (stereo unspecified) the results were PLCb3 inh 11.1*, ASAP1 inh 7.5, sPLA2-III inh 5.1, UHRF1 binding 1.1, DDE Tn7 FP inh -1.0, Tn6 DDE FP 4.8, Rev-erbA mod 0.1, ARFGAP1 inh 0.0, KLK7 zymogen act 0.8 and PLCg1 inh 11.3*.
`CC(C)C(=O)NC(=S)Nc1sc2c(c1C(N)=O)CCCC2` gave PLCb3 inh 0.6, ASAP1 inh -3.8, sPLA2-III inh 6.6, UHRF1 binding 50.5*, DDE Tn7 FP inh -0.8, Tn6 DDE FP 4.1, Rev-erbA mod -5.1, ARFGAP1 inh 9.7, KLK7 zymogen act 0.2 and PLCg1 inh 4.0.
For Cc1cccc(NC(=O)Cc2cccs2)n1 the results were PLCb3 inh 2.6, ASAP1 inh -9.0, sPLA2-III inh 4.0, UHRF1 binding 0.3, DDE Tn7 FP inh 2.8, Tn6 DDE FP 0.2, Rev-erbA mod 1.1, ARFGAP1 inh 8.1, KLK7 zymogen act -0.2 and PLCg1 inh 1.5.
For Cc1cnn(C(=S)NCc2ccco2)c1 the results were PLCb3 inh -9.3, ASAP1 inh 5.0, sPLA2-III inh 0.7, UHRF1 binding 5.1, DDE Tn7 FP inh 0.7, Tn6 DDE FP -5.5, Rev-erbA mod 3.4, ARFGAP1 inh 0.7, KLK7 zymogen act 0.0 and PLCg1 inh -3.4.
CCOC(=O)C1=C(C)NC(C)=C(C(=O)OCC)C1C(=O)OCC(=O)N(C)C was read as PLCb3 inh -61.8, ASAP1 inh 6.1, sPLA2-III inh -1.1, UHRF1 binding -0.9, DDE Tn7 FP inh -2.6, Tn6 DDE FP 4.9, Rev-erbA mod 1.8, ARFGAP1 inh 3.3, KLK7 zymogen act 2.1 and PLCg1 inh -41.9.
O=C(O)c1cc(S(=O)(=O)N2CCCCCC2)ccc1Cl was read as PLCb3 inh -1.8, ASAP1 inh 4.8, sPLA2-III inh 0.6, UHRF1 binding -2.6, DDE Tn7 FP inh 4.7, Tn6 DDE FP -8.1, Rev-erbA mod -1.0, ARFGAP1 inh 3.1, KLK7 zymogen act 0.3 and PLCg1 inh 1.6.
Screening O=C(Nc1ccccc1)C1=C[C@H](C2CCCCC2)C[C@H](OCCCCO)O1 returned PLCb3 inh 0.3, ASAP1 inh 0.3, sPLA2-III inh -7.5, UHRF1 binding 2.6, DDE Tn7 FP inh 1.5, Tn6 DDE FP -5.8, Rev-erbA mod 0.0, ARFGAP1 inh -5.1, KLK7 zymogen act 0.3 and PLCg1 inh -2.1.
O=C1c2ccccc2NC(c2ccccc2)N1Cc1ccco1 (stereo unspecified) was read as PLCb3 inh -420.3, ASAP1 inh 16.0, sPLA2-III inh 1.4, UHRF1 binding -0.4, DDE Tn7 FP inh 1.6, Tn6 DDE FP 9.6, Rev-erbA mod -1.2, ARFGAP1 inh 4.8, KLK7 zymogen act 16.5* and PLCg1 inh -341.1.
Screening CCOC(=O)C1=C(C)NC(C)=C(C(=O)OCC)C1c1ccc(C)o1 returned PLCb3 inh -23.2, ASAP1 inh -3.6, sPLA2-III inh -3.4, UHRF1 binding 1.1, DDE Tn7 FP inh 4.8, Tn6 DDE FP 3.4, Rev-erbA mod 3.7, ARFGAP1 inh -13.9, KLK7 zymogen act 0.1 and PLCg1 inh -15.3.

The final two records of the part above are carried over, then new ones follow.
O=C1c2ccccc2NC(c2ccccc2)N1Cc1ccco1 (stereo unspecified) was read as PLCb3 inh -420.3, ASAP1 inh 16.0, sPLA2-III inh 1.4, UHRF1 binding -0.4, DDE Tn7 FP inh 1.6, Tn6 DDE FP 9.6, Rev-erbA mod -1.2, ARFGAP1 inh 4.8, KLK7 zymogen act 16.5* and PLCg1 inh -341.1.
Screening CCOC(=O)C1=C(C)NC(C)=C(C(=O)OCC)C1c1ccc(C)o1 returned PLCb3 inh -23.2, ASAP1 inh -3.6, sPLA2-III inh -3.4, UHRF1 binding 1.1, DDE Tn7 FP inh 4.8, Tn6 DDE FP 3.4, Rev-erbA mod 3.7, ARFGAP1 inh -13.9, KLK7 zymogen act 0.1 and PLCg1 inh -15.3.
Screening CC(C)(C)OC(=O)C[C@H]1C/C=C\C[C@@H](CC(=O)NCCO)C(=O)NCCOC1=O returned PLCb3 inh 6.3, ASAP1 inh -3.5, sPLA2-III inh 1.2, UHRF1 binding -4.9, DDE Tn7 FP inh -6.5, Tn6 DDE FP 4.1, Rev-erbA mod -4.9, ARFGAP1 inh -4.1, KLK7 zymogen act -0.5 and PLCg1 inh 5.3.
For CN(C)c1ccc(CNC(=O)c2ccc(CNc3c(N4CCCCC4)c(=O)c3=O)cc2)cc1 the results were PLCb3 inh -3.2, ASAP1 inh -2.3, sPLA2-III inh 8.2, UHRF1 binding -0.4, DDE Tn7 FP inh 3.3, Tn6 DDE FP -1.0, Rev-erbA mod 0.4, ARFGAP1 inh 9.1, KLK7 zymogen act -0.2 and PLCg1 inh -0.8.
COCCCNc1nc(N)c([N+](=O)[O-])c(Nc2ccccc2OC)n1 was read as PLCb3 inh -5.5, ASAP1 inh 3.5, sPLA2-III inh -6.4, UHRF1 binding 4.7, DDE Tn7 FP inh -2.0, Tn6 DDE FP 1.6, Rev-erbA mod 6.1, ARFGAP1 inh 1.6, KLK7 zymogen act 0.1 and PLCg1 inh -5.2.
For CCOc1ccc(Cl)cc1S(=O)(=O)N1CCC(C(=O)NC2CC2)CC1 the results were PLCb3 inh 1.0, ASAP1 inh -8.0, sPLA2-III inh 3.0, UHRF1 binding 0.8, DDE Tn7 FP inh 3.0, Tn6 DDE FP 5.6, Rev-erbA mod 1.5, ARFGAP1 inh -10.6, KLK7 zymogen act 1.0 and PLCg1 inh 3.9.
`CC(=O)Nc1ccc(C(=O)OCC(=O)Nc2ccc([N+](=O)[O-])cc2C(F)(F)F)cc1` gave PLCb3 inh -0.1, ASAP1 inh 1.1, sPLA2-III inh -2.5, UHRF1 binding -3.8, DDE Tn7 FP inh 1.4, Tn6 DDE FP 1.8, Rev-erbA mod 5.6, ARFGAP1 inh 5.2, KLK7 zymogen act 0.6 and PLCg1 inh 1.9.
Screening Cc1noc(NS(=O)(=O)c2ccc(N/C=C\C(=O)c3ccccc3)cc2)c1C returned PLCb3 inh 1.1, ASAP1 inh -2.4, sPLA2-III inh -4.2, UHRF1 binding -0.3, DDE Tn7 FP inh 0.7, Tn6 DDE FP 2.6, Rev-erbA mod 2.4, ARFGAP1 inh -2.4, KLK7 zymogen act 1.0 and PLCg1 inh -1.2.
`CC(C)(C)N(Cc1nc(-c2ccccc2)no1)C(=O)c1ccc2c(c1)OCO2` gave PLCb3 inh -1.3, ASAP1 inh -13.8, sPLA2-III inh -4.0, UHRF1 binding 6.3, DDE Tn7 FP inh -3.1, Tn6 DDE FP -4.3, Rev-erbA mod -2.1, ARFGAP1 inh -1.5, KLK7 zymogen act 0.0 and PLCg1 inh 2.6.
